UBC9 SUMO inh – inhibitors of in vitro SUMOylation cascade, primary screen, biochemical, HTRF, uHTS | SUMO-conjugating enzyme UBC9 (Homo sapiens), P63279 | HTRF SUMOylation assay, SAE1/SAE2 + UBC9 | inhibition, % at 35 µM | 290,000 compounds, 0.36% hits | AID 2006, 2009; in the data active means inhibition above about 50%, passing the limit was not always enough; further: strong numbers were not always called active
IDE inh – human IDE inhibitors in live cells, primary screen, fluorescence polarization, HEK cells, FAbetaB substrate; inhibition, % at 5.59 µM; Insulin-degrading enzyme (Homo sapiens), P14735; 320,000 compounds, 0.41% hits; FAbetaB cleavage;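 active means percent inhibition above the average of all tested compounds plus 3 SD, set per screening campaign, cut at about 16% in these data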;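 further: IDE supplied by intact live HEK cells; FP after avidin binding of uncleaved biotin substrate so inhibition keeps polarization high; 0% = DMSO wells and 100% = 60 µM reference IDE inhibitor Ii1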
Target sequence (P14735 whole entry, looked up): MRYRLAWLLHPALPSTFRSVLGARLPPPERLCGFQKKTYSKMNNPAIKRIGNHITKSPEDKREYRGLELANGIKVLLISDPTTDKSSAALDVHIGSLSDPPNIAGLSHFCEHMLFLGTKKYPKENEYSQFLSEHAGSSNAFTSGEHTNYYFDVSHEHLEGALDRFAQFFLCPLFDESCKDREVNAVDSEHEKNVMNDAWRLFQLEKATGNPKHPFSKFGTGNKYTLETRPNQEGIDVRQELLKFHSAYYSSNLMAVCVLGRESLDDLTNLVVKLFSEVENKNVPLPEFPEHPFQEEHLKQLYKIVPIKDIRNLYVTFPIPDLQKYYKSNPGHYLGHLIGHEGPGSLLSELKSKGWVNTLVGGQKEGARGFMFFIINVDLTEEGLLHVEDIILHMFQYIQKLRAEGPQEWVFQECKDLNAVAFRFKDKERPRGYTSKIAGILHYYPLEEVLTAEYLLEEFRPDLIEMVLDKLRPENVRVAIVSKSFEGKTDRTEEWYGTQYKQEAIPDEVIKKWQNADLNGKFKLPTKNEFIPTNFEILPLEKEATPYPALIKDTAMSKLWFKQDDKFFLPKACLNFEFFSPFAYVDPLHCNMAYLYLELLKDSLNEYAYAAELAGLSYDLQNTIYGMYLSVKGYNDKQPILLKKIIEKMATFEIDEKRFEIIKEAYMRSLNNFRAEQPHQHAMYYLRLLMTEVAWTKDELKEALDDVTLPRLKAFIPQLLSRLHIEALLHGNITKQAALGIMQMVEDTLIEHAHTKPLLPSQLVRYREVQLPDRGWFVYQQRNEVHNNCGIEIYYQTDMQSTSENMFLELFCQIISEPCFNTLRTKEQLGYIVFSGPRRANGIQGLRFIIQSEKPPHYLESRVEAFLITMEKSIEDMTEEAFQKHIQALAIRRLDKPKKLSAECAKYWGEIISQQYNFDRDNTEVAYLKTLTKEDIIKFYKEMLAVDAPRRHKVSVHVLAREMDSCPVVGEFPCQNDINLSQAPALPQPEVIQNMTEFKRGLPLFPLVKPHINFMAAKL
CRFR2-BP antag – antagonists of CRF-BP/CRF-R2 complex, primary screen, cell-based, HEK293, calcium dye fluorescence, uHTS. CRF-induced calcium fluorescence. inhibition, % at 11.8 µM. 350,000 compounds, 0.59% hits;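 active means inhibition of the ligand-induced calcium signal above about 50% at the single tested concentration, limit read from the data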
HCV NS3 hel inh – inhibitors of HCV NS3 helicase, primary screen, biochemical, Cy5 molecular beacon fluorescence | Hepatitis C virus NS3 helicase | NS3 helicase DNA unwinding | inhibition, % at 10.9 µM | 290,000 compounds, 0.56% hits;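 active means inhibition above the mean of all tested compounds plus 3 SD, set per campaign, cut at about 35% in these data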;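 further: 0% = DMSO wells and 100% = thioflavine S control wells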
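Control set: DMSO versus 110 µM thioflavine S; Material: NS3 helicase fragment of HCV; Measured by: Cy5 fluorescence at 0 and 60 min, beacon hairpin quenching; Read-out basis: percent inhibition from t60/t0 fluorescence ratio; Times: reaction time 60 min, 25 °C; Repeats: single replicate; Compound dosing: single dose, 10.9 µM nominal final, DMSO 0.8% final.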
IDE act – human IDE activators in live cells, primary screen, fluorescence polarization, HEK cells, FAbeta-B substrate | Insulin-degrading enzyme (Homo sapiens), P14735 | FAbeta-B cleavage; 0% vehicle, 100% cell-free pure enzyme wells | activation, % at 5.96 µM | 340,000 compounds, 0.073% hits | AID 493087, 2011;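 active means activation above the mean of all tested compounds plus 3 SD, set per screening campaign, cut at about 17% in these data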
GalR3 antagonist – GalR3 antagonists in HEK293 cells, primary screen, cell-based, fluorescence readout | Galanin receptor type 3 (Homo sapiens), O60755 | HEK293 GalR3-CNG cAMP membrane potential fluorescence; galR3 body fused to GalR1 C-terminus | inhibition, % at 3 µM | 360,000 compounds, 0.44% hits;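 active means inhibition above the screen-wide average plus 3 SD, cut at about 13% in these data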;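 further: forskolin and galanin both at EC90 stimulate the cells; cAMP rise reported by CNG channel membrane potential dye signal; 0% = forskolin plus galanin with DMSO and 100% = forskolin alone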
IMP-1 inhibitor – IMP-1 metallo-beta-lactamase inhibitors, primary screen, biochemical, epi-absorbance readout, Pseudomonas aeruginosa enzyme; AID 1556, 2009; 290,000 compounds, 0.45% hits; purified IMP-1, nitrocefin hydrolysis, epi-absorbance fluorescence; inhibition, % at 5.6 µM; metallo-beta-lactamase IMP-1 (Pseudomonas aeruginosa);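 active means inhibition above the mean plus 3 SD of all compounds in the same screening run, cut at about 4.5% in these data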;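 further: 0% = IMP-1 with DMSO and 100% = DMSO wells lacking enzyme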
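Assay system: purified IMP-1; Quantity: IMP-1 0.2 nM before substrate addition; Medium: HEPES buffer pH 7.1 with ZnSO4 and Brij 35; Incubation: 15 min enzyme–compound preincubation, then 25 min nitrocefin reaction, 25 °C; Signal: fluorescence quenching readout, ex 480/em 530 nm; Controls: DMSO with and without IMP-1; Repeats: singlicate testing.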
VIM-2 inh – VIM-2 metallo-beta-lactamase inhibitors, primary screen, biochemical, epi-absorbance readout, Pseudomonas aeruginosa enzyme; purified VIM-2, nitrocefin hydrolysis, epi-absorbance fluorescence; inhibition, % at 5.6 µM; 290,000 compounds, 0.89% hits;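 active means inhibition above the mean of all tested compounds plus 3 SD, cutoff set per screening run, cut at about 7.5% in these data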;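 further: red hydrolysis product quenches plate fluorescence so inhibitors raise well fluorescence; 0% = enzyme with DMSO and 100% = DMSO without enzyme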
pCIP destab – p/CIP-EGFP fusion destabilizers, primary screen, fluorescence, F442A cells; Q05BA5; 16 h; decrease of EGFP signal, % at 10 µM; 290,000 compounds, 0.01% hits; AID 1984, 2009;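 active means EGFP signal decrease of at least 30% at 10 µM or well 3 SD below plate mean, unless failing retest; inactive means the rest, including hits failing retest or dose response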; further: some compounds called inactive have numbers as strong as hits; many of its hits are not listed in these tables
* = called active by the depositor; / = not tested or not shown. Compounds as they come; 3.2% or so of the library scored in one or more.

SMILES | UBC9 SUMO inh | IDE inh | CRFR2-BP antag | HCV NS3 hel inh | IDE act | GalR3 antagonist | IMP-1 inhibitor | VIM-2 inh | pCIP destab
CN(CCCNC(=O)C1CCC(=O)N1Cc1ccccc1Cl)c1ccccc1 (centres undefined) | -1 | 4 | -3 | 5 | 4 | -6 | -0.5 | -1.6 | -1
C/C(=N\NC(=O)c1ccc2c(c1)OCO2)c1ccc(NS(C)(=O)=O)cc1 | / | 4 | -9 | / | 3 | -5 | / | / | /
COc1cc(NC(=O)CCCl)cc(-n2cnnn2)c1 | 12 | 5 | -22 | 5 | -5 | -4 | -2.7 | -2.4 | 5
Cc1c(O)ccc(/C(Cc2ccc3ccccc3n2)=N\O)c1O | -24 | -3 | -3 | -7 | 6 | -4 | -2.6 | -3.7 | -7
CN(Cc1ccccc1)C(=O)c1ccccc1NC(=O)C1=CSCCO1 | -3 | -1 | 17 | -5 | 3 | 0 | -0.7 | -0.7 | -5
COc1ccc(Cc2nc3ccc(C(=O)N(C)CCc4cnn(C)c4)cc3o2)cc1OC | 37 | / | 1 | 5 | 2 | -2 | -1.8 | -0.8 | -4
CCC(C)[C@H]1COCCS(=O)(=O)N1Cc1ccccc1 (some centres undefined) | 5 | -1 | 1 | 10 | -7 | 1 | -0.4 | 1.3 | -15
O=C(CSc1nc(Cc2ccccc2)nc2ccccc12)Nc1ccc2c(c1)OCCO2 | 20 | 5 | 4 | 12 | 3 | -11 | 0.2 | 0.8 | 1
NC(=O)c1c(NC(=O)Cc2ccccc2)sc2c1CCN(Cc1ccccc1)C2 | -13 | -1 | -44 | -13 | 1 | / | -1.6 | -1.3 | -16
O=C(CC1Nc2ccccc2NC1=O)Nc1ccc2c(c1)OCO2 (centres undefined) | 12 | -3 | -7 | -8 | 9 | -8 | -2.6 | -2.5 | 8
Cc1cc(NC(=O)CN2C(=O)NC(C)(c3ccc(Cl)cc3)C2=O)no1 (centres undefined) | -7 | -1 | -48 | -3 | 4 | 0 | -0.7 | -1.6 | 8
CC(C)Oc1ccc(/C=N/NC(=O)C(CSCc2ccccc2)NC(=O)c2ccc([N+](=O)[O-])cc2)cc1 (centres undefined) | -10 | 2 | -46 | -4 | 0 | / | -1.3 | -3.7 | 6
CCn1nnc(NC(=O)c2ccc(-c3ccc(Cl)cc3)o2)n1 | 12 | 4 | 3 | -1 | 2 | -4 | -5.0 | -1.4 | -7
CCOC(=O)c1sc(=S)n(C)c1NC(=O)c1ccc(C(C)(C)C)cc1 | 3 | 2 | 10 | -7 | 5 | -6 | -1.8 | -3.8 | 6
CCOc1ccc(S(=O)(=O)N2CCN=C2c2ccccc2)c(C)c1C | 5 | -5 | -9 | 0 | -3 | -3 | -3.6 | -3.8 | -2
COc1ccc(/C(O)=C2/C(=O)C(=O)N(Cc3ccco3)C2c2cccs2)cc1 (centres undefined) | 3 | 2 | -10 | 10 | 6 | -4 | -2.2 | -0.4 | 6
O=S(=O)(c1ccccc1)N1CCN(C(=S)NCCc2ccccc2)CC1 | 7 | -5 | -3 | -12 | -2 | 3 | -3.6 | 0.6 | -12
COc1ccc(-c2cc3c(=O)n(CC(=O)NCCCN4CCC(N5CCCCC5)CC4)nc(C)n3n2)cc1 | 13 | -1 | 4 | -24 | 9 | 2 | -3.4 | 24* | 12
O=c1cc(NCc2ccccc2)c2ccccc2o1 | 6 | 2 | -6 | 3 | 4 | -2 | 1.7 | -0.5 | -16
CC(C)(C)c1cc(-c2nc(N)nc(N)n2)cc(C(C)(C)C)c1 | -24 | 1 | -9 | -27 | 2 | -2 | -1.5 | 1.0 | -12
O=C(CNS(=O)(=O)c1ccc(Br)s1)N1CCC(N2CCCCC2)CC1 | 3 | 4 | -4 | 14 | 3 | 1 | -2.4 | -1.4 | -5
Cc1oc(-c2ccccc2F)nc1CS(=O)(=O)CC(=O)NCCCN1CCc2ccccc2C1 | -12 | 3 | -12 | -7 | 3 | 0 | -3.4 | -4.8 | -8
O=C(OCCN=C1NS(=O)(=O)c2ccccc21)C1CC(=O)N(c2ccc(Cl)cc2)C1 (centres undefined) | -8 | -1 | 12 | -5 | 2 | -3 | -2.1 | -1.7 | -11
COc1ccccc1-c1cc(C(F)(F)F)nc(N2CCCCC2)n1 | -1 | 2 | -5 | 1 | 8 | -4 | 0.6 | -5.9 | -4
O=C1c2ccccc2C(=O)N1CCc1nc2ccccc2c(=O)n1CCCn1ccnc1 | 14 | 4 | 2 | 3 | 1 | -5 | -1.7 | 6.0 | -6
CN(C)CCCN(C(=O)c1ccc(S(=O)(=O)N2CCCCCC2)cc1)c1nc2c(F)cc(F)cc2s1 | / | 2 | -8 | / | -1 | -3 | / | / | /
Cc1nc2ccc(NC(=O)C(F)(F)F)cc2o1 | -9 | -1 | 1 | 12 | -1 | -3 | -2.1 | -1.0 | 5
COc1ccc(/C=C/C(=O)c2ccc(O)cc2)cc1COc1ccc(F)cc1 | -56 | -5 | -13 | -19 | 1 | -3 | -0.6 | -1.2 | 16
CC(=O)Nc1ccc(Cl)c(-c2nc3ncccc3o2)c1 | 11 | -1 | -24 | 8 | 8 | -9 | -4.8 | 2.1 | 1
CCCNC(=O)c1ccc(N2CCC3(CC2)CC(c2cccc(Br)c2)=NO3)c(NC(=O)c2cccc(C)c2)c1 | / | 7 | 7 | / | 1 | -1 | / | / | /
O=C(Nc1ccc2c(c1)OCO2)c1cc(Cl)ccn1 | / | -1 | 5 | / | 1 | -7 | / | / | /
NC(=S)Nc1cccc(Cl)c1 | 7 | 1 | 6 | 5 | -4 | -6 | -0.9 | -0.4 | 9
CCOCCN1CCN(c2c(C)c(C)nc3cc(-c4cc(OC)cc(OC)c4)nn23)CC1 | 16 | -3 | 6 | -8 | 8 | -1 | -2.7 | -3.7 | -10
Cc1cccc(N(Cc2cc3ccc(C)cc3[nH]c2=O)S(=O)(=O)c2ccccc2)c1 | 10 | 0 | -7 | -32 | 5 | -10 | -2.2 | -1.2 | -3
Clc1cccc(-c2nc(-c3ccc(-c4nn[nH]n4)cc3)no2)c1 | / | -1 | 2 | / | -1 | -6 | / | / | /
O=C1c2cccc3cccc(c23)C(=O)N1Nc1ccccc1 | 12 | -3 | 0 | 2 | -3 | 1 | -2.2 | 0.7 | -11
O=C(NCCc1c[nH]c2ccccc12)OCCSS(=O)(=O)O | 19 | 3 | 0 | -7 | 4 | -3 | 0.7 | -1.5 | -7
O=C1Nc2cc(C(=O)NCC3CCCO3)ccc2S/C1=C/c1ccccc1F (centres undefined) | 4 | 3 | -8 | 7 | 4 | -2 | -3.7 | 1.4 | 1
COc1ccc(/C=C2/N=C3CCCCCN3C2=O)cc1 | -3 | 2 | 5 | -10 | 8 | -3 | -0.8 | -2.2 | 4
O=C1CC(NC23CC4CC(CC(C4)C2)C3)C(=O)N1c1ccc2c(c1)OCO2 (centres undefined) | -4 | -1 | -18 | 6 | -11 | -2 | -2.4 | -1.8 | -5
CC1=C(C(=O)OC(C)C)[C@@H](c2ccc(C)o2)NC(=O)N1 | 0 | -2 | -7 | 1 | -2 | -2 | -2.3 | -3.7 | 4
CCCCNc1nc(CC)c2c(c1C#N)CCCC2 | -20 | -9 | 61* | 7 | -2 | -1 | -4.1 | -1.0 | 5
N=c1ccccn1CC(O)COc1ccccc1 (centres undefined) | 31 | 2 | 7 | 4 | 2 | -2 | -2.1 | -2.3 | -15
C[C@H](CO)N1C[C@H](C)[C@@H](CN(C)S(C)(=O)=O)Oc2c(NC(=O)C3CC3)cccc2C1=O | / | 8 | 4 | / | -2 | -6 | / | / | /
CC1CC(=O)N(c2ccc(NCc3ccccc3Cl)c([N+](=O)[O-])c2)C1=O (centres undefined) | 20 | -6 | -10 | -11 | 2 | -3 | -1.5 | 0.0 | -8
O=C(Nc1ccc(F)cc1)C1CCN(C(=O)c2ccc([N+](=O)[O-])cc2)CC1 | 6 | 5 | 10 | -4 | 0 | -2 | -1.7 | -0.6 | -4
O=C(c1cnn2c(C(F)F)cc(-c3ccccc3)nc12)N1CCc2ccccc21 | 0 | 3 | 1 | 9 | -4 | -3 | -1.7 | -1.8 | 21
COc1ccc(NS(=O)(=O)c2ccc3c(c2)NC(=O)C(C)S3)cc1 (centres undefined) | 15 | -3 | -15 | -10 | 8 | -7 | -2.1 | -3.1 | -11
CCC(C)(NC(=O)c1ccc(=O)[nH]c1)C(=O)NC1CCCC1 (centres undefined) | 6 | 7 | -5 | 3 | 5 | -2 | -3.6 | -1.0 | -8
CC1Cc2ccccc2N1C(=O)CSc1nc2cc3c(cc2cc1C#N)OCO3 (centres undefined) | -4 | 2 | -9 | 1 | 7 | -3 | -2.8 | -5.2 | -2
OCC[C@H]1C[C@@H](O)[C@H](O)[C@@]2(Cc3ccccc3O2)O1 | / | -4 | 4 | / | 6 | -7 | / | / | /
CCN(CC)S(=O)(=O)c1ccc(C(=O)NCc2cccs2)cc1 | 13 | 4 | -5 | -5 | 1 | -2 | -0.5 | 1.4 | -24
Nc1ncnc2c1ncn2[C@@H]1O[C@H](CNCc2ccc(OCC(=O)Nc3ccccn3)cc2)[C@@H](O)[C@H]1O | / | 3 | -15 | / | -1 | -5 | / | / | /
CC(OC(=O)/C(C#N)=C/c1ccco1)C(=O)N(C)c1ccccc1 (centres undefined) | / | -1 | 1 | / | 4 | -6 | / | / | /
COc1cc(C)ccc1OCCCOc1ccccc1Br | 7 | 1 | 7 | 2 | 2 | 0 | -2.6 | -1.9 | -22
Cc1ccc(C)n1-c1nn(S(=O)(=O)c2cccc(C(F)(F)F)c2)c2cccc(F)c12 | 16 | 0 | 14 | 12 | / | -3 | 0.4 | 0.6 | -3
CCOC(=O)N1CCN(C(=O)CN(Cc2ccccc2)S(=O)(=O)c2ccc(OC)c(Cl)c2)CC1 | 10 | 1 | 16 | 3 | 1 | -5 | -3.7 | -2.8 | 0

Reprinted at random: 2 records from the list, in no set order.
SMILES | UBC9 SUMO inh | IDE inh | CRFR2-BP antag | HCV NS3 hel inh | IDE act | GalR3 antagonist | IMP-1 inhibitor | VIM-2 inh | pCIP destab
CC(OC(=O)/C(C#N)=C/c1ccco1)C(=O)N(C)c1ccccc1 (centres undefined) | / | -1 | 1 | / | 4 | -6 | / | / | /
COc1cc(C)ccc1OCCCOc1ccccc1Br | 7 | 1 | 7 | 2 | 2 | 0 | -2.6 | -1.9 | -22

Bioassay records: PubChem, several laboratories
